GSH bead fluor – compound fluoresces at 488/530 nm on GSH beads; GSH beads flow cytometry, compound fluorescence 488/530 nm; hits give high values; fluorescence (KMESF) at 10 µM; 190,000 compounds, 0.25% hits; in the data active = fluorescence above about 89;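 note: glutathione beads carrying GST-tagged Bcl family fusion proteins plus one bare bead set; values are compound well signal with DMSO vehicle wells as background; inactives centre near 16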
ABCG2 inh – blocks JC-1 efflux by human ABCG2 transporter; Q9UNQ0; IgMXP3 cells, flow cytometry; inhibition, % at 6.6 µM; 190,000 compounds, 0.1% hits;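 active = inhibition above 80%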;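 note: 0% = DMSO and 100% = nicardipine control wells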
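Test system: IgMXP3 (ABCG2) plus far-red-tagged CCRF-Adr (ABCB1) cells. Reagent: JC-1 dye as substrate. Timing: 10 min exposure at 25 °C with rotation, no wash. Measured by: flow cytometric JC-1 green MFI at 530 nm. Read-out: percent efflux inhibition, scaled nicardipine 100% to DMSO 0%. Control set: nicardipine and DMSO wells.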
RGS4-Gao reg – human RGS4-Galphao interaction regulation | P09471 | Multiplexed bead flow cytometry, RGS4-Galphao binding; actives lie on both sides | binding response (% of control), % at 10 µM | 220,000 compounds, 0.33% hits; in the data active = binding response below about 49% or above about 150%; inactive = in between;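 note: fluorescent Galphao activated with aluminum fluoride binding bead-coupled RGS4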
Target sequence (P09471 whole entry, looked up): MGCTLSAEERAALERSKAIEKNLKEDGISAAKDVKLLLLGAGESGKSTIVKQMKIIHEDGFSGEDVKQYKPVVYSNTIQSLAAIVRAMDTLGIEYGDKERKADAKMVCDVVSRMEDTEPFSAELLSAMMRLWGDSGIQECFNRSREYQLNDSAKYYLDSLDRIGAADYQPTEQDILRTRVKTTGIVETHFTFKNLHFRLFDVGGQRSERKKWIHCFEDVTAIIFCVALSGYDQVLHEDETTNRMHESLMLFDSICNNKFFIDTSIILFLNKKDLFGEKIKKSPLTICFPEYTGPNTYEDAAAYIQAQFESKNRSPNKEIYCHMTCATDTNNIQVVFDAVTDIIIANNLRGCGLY
Pf gametocyte – kills late stage P. falciparum gametocytes. P. falciparum stage V gametocytes, ATP luminescence, 24 h. inhibition, % at 10.9 µM. 150,000 compounds, 0.065% hits. AID 743093;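 active = inhibition above the mean plus 3 SD of compounds within the control limits, set per campaign, cut at about 38% in these data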;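 note: 0% = DMSO wells and 100% = medium only without gametocytes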
Mcl1 Bid PPI – disrupts binding of human Mcl-1 to Bid peptide; TR-FRET Mcl-1/Bid-Dy647 peptide binding, 1536-well; 220,000 compounds, 0.97% hits; inhibition, % at 21.7 µM; Q07820;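 active = compounds that cut the binding signal by more than half at the single screening dose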;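 note: His-tagged Mcl-1 with europium anti-His antibody binding Bid BH3 peptide; 0% = Mcl-1 plus peptide wells and 100% = peptide-only wells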
Target sequence (Q07820 whole entry, looked up): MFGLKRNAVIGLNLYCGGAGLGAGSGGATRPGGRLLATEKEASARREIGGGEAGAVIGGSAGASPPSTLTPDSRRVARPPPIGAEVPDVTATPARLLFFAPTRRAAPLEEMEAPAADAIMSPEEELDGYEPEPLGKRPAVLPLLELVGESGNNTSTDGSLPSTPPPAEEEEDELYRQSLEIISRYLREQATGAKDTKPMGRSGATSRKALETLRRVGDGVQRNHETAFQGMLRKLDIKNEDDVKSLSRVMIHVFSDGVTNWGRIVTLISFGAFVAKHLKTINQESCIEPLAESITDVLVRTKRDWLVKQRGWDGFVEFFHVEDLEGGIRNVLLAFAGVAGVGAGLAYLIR
RGS7-Gao – human RGS7-Galphao interaction regulation | AID 1439 | binding response (% of control), % at 10 µM | Multiplexed bead flow cytometry, RGS7-Galphao binding; actives lie on both sides | 220,000 compounds, 0.35% hits; in the data active = binding response below about 49% or above about 150%; inconclusive = no clear call, values can overlap the other calls; inactive = in between;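 note: fluorescent Galphao held in activated GDP-AlF4 state binding bead-coupled RGS7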
Avidin bead fluor – avidin bead compound fluorescence profile; 220,000 compounds, 0.38% hits; fluorescence (KMESF) at 10 µM; Avidin beads, compound fluorescence 488/530 nm, flow cytometry; hits give high values; in the data active = fluorescence above about 47; note: inactives centre near 10
Bim-Mcl-1 – human Bim-Mcl-1 interaction inhibition; Q07820; inhibition, % at 10 µM; AID 1009; Bead-based flow cytometry, Bim peptide-Mcl-1 binding; 190,000 compounds, 0.1% hits; in the data active = inhibition above about 40%;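 note: 0% = no compound tracer wells and 100% = peptide blocker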
RGS8-Gao – regulators of human RGS8-Galphao interaction; multiplexed bead flow cytometry, RGS8-Galphao binding; actives lie on both sides; response (percent of control binding), % at 10 µM; AID 1423; 220,000 compounds, 0.34% hits; in the data active = response below about 60% or above about 140%; inactive = in between;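 note: Galphao activated as the GDP aluminium fluoride complex binding bead-coupled RGS8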
Mcl1-Noxa inh – Mcl-1/Noxa interaction inhibition | TR-FRET Mcl-1/Noxa peptide binding, 2 h | inhibition, % at 21.7 µM | 220,000 compounds, 1.5% hits;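 active = compounds that cut the protein-peptide binding signal by more than 50% relative to plate controls in a single-dose test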;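 note: His-tagged Mcl-1 with rhodamine Noxa BH3 peptide and terbium anti-His antibody; 0% = Mcl-1 plus Noxa peptide wells and 100% = peptide-only wells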
ABCB1 inh – blocks JC-1 efflux by human ABCB1 transporter; 190,000 compounds, 0.067% hits; inhibition, % at 6.6 µM; P08183; AID 1326; CCRF-Adr cells, flow cytometry; in the data active = inhibition above about 40%;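 note: 0% = vehicle and 100% = reference inhibitor; higher value means more JC-1 retained so stronger ABCB1 efflux block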
An asterisk follows results filed as active; u = inconclusive; x = not tested or not shown.

SMILES	GSH bead fluor	ABCG2 inh	RGS4-Gao reg	Pf gametocyte	Mcl1 Bid PPI	RGS7-Gao	Avidin bead fluor	Bim-Mcl-1	RGS8-Gao	Mcl1-Noxa inh	ABCB1 inh
O=C(NCCc1ccccc1)C(NS(=O)(=O)c1cccc2nsnc12)c1ccccc1 (stereo not given)	22	2	97	-5	-2	98	11	0	101	4	1.7
CC(C)(C)c1cc(C(=O)O)n[nH]1	13	2	113	2	-14	102	14	-2	96	8	0.7
C=CCN(c1ccccc1)S(=O)(=O)c1cccc(C(=O)O)c1	11	3	98	4	1	98	9	3	98	13	0.3
COC(=O)c1sccc1NC(=O)CCC1CCCC1	20	2	91	23	-17	93	14	0	97	9	0.1
CCOc1ccc(S(=O)(=O)N2CCN(c3ccc(C)cc3C)CC2)cc1	17	2	104	x	-22	103	5	0	102	-1	0.1
O=C(CN1C(=O)CCC1=O)Nc1nc(-c2nc3ccccc3s2)cs1	15	3	98	x	-2	102	23	-2	103	7	0.1
Cn1cc(Br)c(C(=O)NC2CCCCC2)n1	4	0	98	-9	-3	99	6	0	85	-15	0.2
COCCn1c(C)cc(C(=O)CSc2nc(C)cc(C)c2C#N)c1C	25	97*	102	x	-21	104	20	-4	103	18	2.6
COc1ccc(CNC(=O)CSc2nn3c(=O)c(C(C)(C)C)nnc3s2)cc1OC	27	3	98	-18	-33	u	8	0	101	1	2.9
CCN(CC)CCCNC(=O)c1ccc(OCC(=O)Nc2ccccc2C(F)(F)F)c(OC)c1	13	9	101	16	-9	100	7	-1	101	14	-0.6
CCCC(CCC)C(=O)OC1C[C@H]2CC[C@@H](C1)[N+]2(C)C (stereo not given in full)	20	1	99	x	-6	99	7	-2	100	22	5.8
CC1CCc2nc(NC(=O)Cc3cccs3)sc2C1 (stereo not given)	27	4	104	-12	-14	101	9	0	103	x	0.1
O=C(C1=C(O)C(=O)N(CCOCCO)C1c1cccs1)c1cccs1 (stereo not given)	13	9	97	2	-16	91	8	-1	99	6	0.8
CCN(CC)C(=O)C1=C(C)NC(=S)NC1c1cn(-c2ccccc2)nc1-c1ccc(Cl)cc1 (stereo not given)	15	2	98	x	-74	98	9	6	98	14	0.6
C=CCn1c(C)nc2ccccc2c1=O	12	5	100	x	-11	99	15	0	106	-1	1.0
COc1ccccc1N1CCN(C(=O)CC2NC3CCCCC3NC2=O)CC1 (stereo not given)	23	13	103	x	0	103	26	-3	100	0	0.8
O=C(Nc1nc(-c2ccc(F)cc2)cs1)C1CCCO1 (stereo not given)	11	4	98	-7	-14	99	11	-6	100	6	0.1
CCCN1C(=O)c2ccccc2NC1c1ccc(OC)cc1O (stereo not given)	48	3	99	x	-5	95	34	0	98	7	1.0
O=C(NC1CC2CCC(C1)N2C(=O)NC1CCCCC1)NC12CC3CC(CC(C3)C1)C2 (stereo not given)	66	-2	96	x	-6	99	5	-1	101	25	-0.5
O=C(NCc1ccco1)Nc1cccc([N+](=O)[O-])c1	x	x	89	x	-84	u	8	x	100	9	x

Part of the list above, showing only ABCG2 inh and RGS4-Gao reg:
Molecule | ABCG2 inh | RGS4-Gao reg
CCN(CC)CCCNC(=O)c1ccc(OCC(=O)Nc2ccccc2C(F)(F)F)c(OC)c1 | 9 | 101
CCCC(CCC)C(=O)OC1C[C@H]2CC[C@@H](C1)[N+]2(C)C (stereo not given in full) | 1 | 99

Other structures follow:
SMILES	GSH bead fluor	ABCG2 inh	RGS4-Gao reg	Pf gametocyte	Mcl1 Bid PPI	RGS7-Gao	Avidin bead fluor	Bim-Mcl-1	RGS8-Gao	Mcl1-Noxa inh	ABCB1 inh
O=C(NCc1ccc(Cl)c(Cl)c1)c1cccnc1	35	6	103	x	-12	103	18	0	101	9	0.2
O=C(Nc1ccccc1F)c1cc2nc(C(F)F)cc(C(F)F)n2n1	18	0	102	-4	-35	99	6	-2	99	-4	-0.1
COc1cccc(OCCOCC(O)CN2CCN(Cc3ccc(Cl)cc3)CC2)c1 (stereo not given)	9	3	99	x	6	99	4	-3	99	28	1.7
CSc1nnc(-c2cnccn2)n1CCCN1CCCC1=O	9	1	105	0	-1	104	8	4	104	14	0.5
N/C(CN1CCSCC1)=N\OCc1c(F)cccc1Cl	x	x	100	8	-18	u	6	x	102	-7	x
C/C(=N\NC(=O)Cc1cccn1C)c1ccc2ccccc2c1	9	2	68	-7	-29	36*	1	27	36*	x	0.3
COc1cccc(-c2nnc(NC(=O)c3ccc(S(=O)(=O)N4CC(C)OC(C)C4)cc3)o2)c1 (stereo not given)	38	6	99	x	-73	101	6	-2	99	-102	0.0
CSc1ccc(/C=C(/NC(=O)c2ccc(C)cc2)C(=O)Nc2cccc(F)c2)cc1	11	4	101	12	11	103	10	-3	102	-1	0.2
CCOC(=O)C1CCN(C(=O)COc2ccc(S(=O)(=O)NC(C)C)cc2Cl)CC1	8	2	104	12	-4	102	10	-1	101	8	0.4
CC(C)NC(=O)COC(=O)c1ccc(Cl)c(S(=O)(=O)N2CCCC2)c1	37	5	106	5	-15	100	10	0	101	14	1.0
O=C(NCc1cccs1)C1CC(c2ccccc2O)=NO1 (stereo not given)	35	0	100	x	6	102	8	-3	100	-2	-1.2
COc1ccc(N(CCCN2C(=O)c3cccc4cccc(c34)C2=O)C(=O)c2ccncc2)cc1	10	2	100	x	-18	100	21	-3	98	1	1.7
O=C(O)c1cc(-c2ccccn2)n[nH]1	22	0	99	15	-18	98	13	2	99	-5	-0.1
Brc1ccc(C2CC(c3ccccc3)=Nc3ccccc3N2)cc1 (stereo not given)	12	-2	92	-4	-32	94	2	-3	78	-1	-0.6
CC(Sc1nc(-c2ccccc2)cc(=O)[nH]1)C(=O)O (stereo not given)	25	0	101	x	-8	101	5	4	100	20	0.1
CCOC(=O)c1ccc(Nc2cnc3ccccc3n2)cc1	17	3	101	-7	13	97	10	0	98	26	-0.3
O=C(CCNC(=O)c1ccccc1)N=Nc1c(O)[nH]c2ccccc12	10	2	102	-13	-37	u	10	0	103	-5	0.2
CC1CCN(C(=O)CN(c2ccc(Cl)c(C(F)(F)F)c2)S(C)(=O)=O)CC1	36	8	102	x	21	105	15	-1	108	-63	1.8
Nn1c(SCC(=O)N2CCN(S(=O)(=O)c3ccccc3)CC2)nnc1-c1cccs1	25	4	101	x	-30	102	11	-3	102	13	0.8
COc1ccc(C2SCC(=O)N2c2c(C)n(C)n(-c3ccccc3)c2=O)cc1 (stereo not given)	6	6	101	x	-23	106	17	3	102	4	0.5
Nc1nc(CN2CCN(c3ccccc3F)CC2)nc(Nc2ccccc2)n1	19	2	102	12	-8	100	39	0	103	8	0.5
Cn1c(=S)n(/N=C/c2cccs2)c2ccccc21	x	x	100	0	-47	u	7	x	101	-5	x
COc1ccc(CNc2nc3ccccc3n2CCN2CCCCC2)cc1	18	1	103	x	-31	105	11	-2	102	7	0.4
O=C(CSc1nc(-c2cccs2)cc(C(F)(F)F)n1)NCCCn1ccnc1	64	12	101	-12	-11	101	7	-5	103	-8	0.9
N#Cc1c(NC(=O)/C=C/c2ccco2)sc2c1CCCC2	11	4	95	3	19	95	9	-1	97	35	-0.3
COc1cc2[nH]c3c(=O)n(CCN(C(C)C)C(C)C)cnc3c2cc1OC	32	4	101	x	x	99	12	1	102	x	-0.5
CCOC(=O)C(=N/O)/C(C)=N/NC(C)=O	21	4	100	8	-50	99	9	0	100	9	0.5
Cc1nc2ccsc2c(=O)n1-c1ccc(Cl)cc1	5	1	103	x	0	101	2	-2	99	12	0.4
CC(C)Oc1nc(-c2ccc(Cl)cc2)nc2ccccc12	x	x	100	0	-18	u	7	x	100	23	x
Nc1nc(SCc2nc3sc4c(c3c(=O)[nH]2)CCCC4)n[nH]1	9	-3	95	x	-55	96	3	-3	83	0	-0.9
COc1cc(OC)cc(C2=NCCN2)c1	27	-1	98	0	12	102	7	0	95	8	0.3
CC(C)CNC(=O)c1oc2ccccc2c1COc1ccccc1	22	30	102	x	8	98	11	-3	103	1	4.4
Cc1ccc(N/N=C2\CC(=O)c3ccccc32)cc1Cl	20	6	103	x	-4	103	5	0	98	-15	0.7
c1ccc(-c2cc(N3CCCCC3)nc(-c3ccccc3)n2)cc1	22	2	97	x	-9	96	19	-4	99	-14	1.2
CCCCCC(=O)Cc1cc(O)cc2c1C(=O)Oc1cc(O)c(C(=O)O)c(CCCCC)c1O2	x	x	103	x	-27	u	8	x	102	27	x
CCOP(=O)(OCC)c1nc(-c2ccc(C)cc2)oc1NCc1ccccc1	10	9	99	-9	-16	98	15	-5	101	5	1.1
COc1ccc(/C=N/NC(=O)c2ccccc2O)cc1Cn1cc(Cl)cn1	17	-1	97	-1	-6	96	19	0	92	-3	-0.3
O=C(NNc1c2ccccc2nc2ccccc12)c1cc2ccccc2cc1O	9	-15	97	-14	28	97	10	-1	98	31	-1.2
COc1ccc(C(C)=O)cc1COC(=O)c1ccc(OCc2c(C)noc2C)cc1	32	11	71	-21	52*	82	0	7	80	-80	1.6
CCCc1cc2c(cc1NC(=O)c1ccccc1Cl)OCO2	18	3	99	x	-26	97	15	-1	98	9	0.9
Cc1ccc2cc(C)c3nnc(SCC(=O)c4cccs4)n3c2c1C	10	0	99	2	-14	99	10	-3	99	10	0.4
CCOC(=O)C1=C(C)N=C2SC(C)C(=O)N2C1c1ccc(OC(C)=O)c(OCC)c1 (stereo not given)	11	-5	104	x	-42	103	9	0	102	10	-6.9
CCCCNC(=O)CSc1nc2ccccc2c(=O)n1CCNC(C)=O	15	2	94	2	2	95	16	-1	98	2	0.3
COc1ccccc1CNC(=O)C1CCN(C(=O)NC2CCCCC2)CC1	14	10	103	-3	-1	98	10	0	100	11	-0.6
Cc1ccc(Cc2c(C)nc3nc(SCC(=O)NCCCN4CCOCC4)nn3c2C)cc1	14	3	102	5	-20	102	12	0	102	17	1.0
CSc1cccc(NS(=O)(=O)c2ccccc2)c1	11	1	99	x	-21	99	9	-3	98	-3	0.1
CCOC(=O)c1[nH]c(C)c(/C(O)=C2\C(=O)C(=O)N(CCN3CCOCC3)C2c2ccco2)c1C (stereo not given)	16	5	99	-3	-29	u	8	-2	99	11	0.3
Cc1ccc(-c2ccc(/C=C3\SC(N4CCOCC4)=NC3=O)o2)cc1	21	1	92	-6	-14	95	21	10	90	4	0.7
CCn1c(CNS(=O)(=O)c2ccc(Cl)cc2)n[nH]c1=S	15	0	101	0	-3	92	10	-3	100	5	0.1
CC(C)N(C(=O)CSc1nnc(NC(=O)C2CCC2)s1)C(C)C	15	3	102	x	-10	103	11	1	102	6	0.6
COc1ccccc1Nc1nnc(Cc2ccccc2)c(=O)[nH]1	21	4	102	-46	-10	106	6	-2	101	12	0.1

RGS8-Gao, hit marks shown above
canonical_smiles | GSH bead fluor | ABCG2 inh | RGS4-Gao reg | Mcl1 Bid PPI | RGS7-Gao | Avidin bead fluor | Bim-Mcl-1 | RGS8-Gao | Mcl1-Noxa inh | ABCB1 inh
C/C(=N\NC(=O)Cc1cccn1C)c1ccc2ccccc2c1 | 9 | 2 | 68 | -29 | 36* | 1 | 27 | 36* | x | 0.3

Screening results: PubChem, several laboratories
